# Mtb FBA inh: inhibitors of M. tuberculosis fructose-bisphosphate aldolase | 2.3% of 360,000 active | purified M. tuberculosis FBA, fluorescence read-out | inhibition, % at 1 µM | P9WQA3; in the data active = inhibition above about 27%;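 also: 0% = vehicle and 100% = reference inhibitor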
# Target sequence (P9WQA3 whole entry, looked up): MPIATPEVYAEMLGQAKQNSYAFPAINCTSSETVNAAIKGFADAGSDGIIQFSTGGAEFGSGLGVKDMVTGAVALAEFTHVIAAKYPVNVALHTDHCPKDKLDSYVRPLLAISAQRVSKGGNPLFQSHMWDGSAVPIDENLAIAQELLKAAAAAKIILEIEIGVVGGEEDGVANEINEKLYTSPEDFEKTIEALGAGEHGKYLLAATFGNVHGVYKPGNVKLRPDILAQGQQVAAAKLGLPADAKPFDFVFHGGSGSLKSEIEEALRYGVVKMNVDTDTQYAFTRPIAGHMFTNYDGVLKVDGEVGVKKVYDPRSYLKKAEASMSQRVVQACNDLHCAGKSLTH
# UGM FP inh: inhibitors of M. tuberculosis UDP-galactopyranose mutase; purified UGM, fluorescence polarization probe displacement; inhibition, % at 10 µM; 0.06% of 320,000 active; AID 504406; in the data active = inhibition above about 10%, passing the limit was not always enough
# Target sequence (P9WIQ1 whole entry, looked up): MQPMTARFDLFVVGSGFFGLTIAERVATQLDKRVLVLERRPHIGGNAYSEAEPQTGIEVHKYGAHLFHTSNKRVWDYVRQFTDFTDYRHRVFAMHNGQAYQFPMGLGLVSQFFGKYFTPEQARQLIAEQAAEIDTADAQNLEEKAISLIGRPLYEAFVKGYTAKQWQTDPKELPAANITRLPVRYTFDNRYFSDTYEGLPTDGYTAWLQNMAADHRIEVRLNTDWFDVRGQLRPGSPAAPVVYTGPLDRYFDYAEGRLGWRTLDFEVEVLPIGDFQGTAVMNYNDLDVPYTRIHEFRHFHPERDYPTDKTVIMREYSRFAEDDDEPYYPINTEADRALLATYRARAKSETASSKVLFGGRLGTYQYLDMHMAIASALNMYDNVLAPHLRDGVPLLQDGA
# VHR inh abs: inhibitors of human VHR1 phosphatase (DUSP3). P51452. 0.52% of 290,000 active. inhibition, % at 13.3 µM. recombinant VHR phosphatase, pNPP absorbance; in the data active = inhibition above about 50%; also: some compounds called inactive have numbers as strong as hits
# Target sequence (P51452 whole entry, looked up): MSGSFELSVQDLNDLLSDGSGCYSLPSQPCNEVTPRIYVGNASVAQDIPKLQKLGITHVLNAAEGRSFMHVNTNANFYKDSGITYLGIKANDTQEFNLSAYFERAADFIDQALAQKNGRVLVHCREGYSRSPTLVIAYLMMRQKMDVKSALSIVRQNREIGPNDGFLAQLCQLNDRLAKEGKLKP
# SSB-PriA inh: K. pneumoniae PriA-SSBct interaction inhibition; 0.6% of 430,000 active; inhibition, % at 33 µM; AlphaScreen SSBct-PriA binding, biotinylated peptide; in the data active = inhibition mostly above about 37%, no sharp cut-off; inactive = mostly below about 20%;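 also: plate controls were negative control peptide for no effect and reference peptide for full effect; strong numbers were not always called active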
# Vc quorum ag: induces V. cholerae light production without autoinducers; V. cholerae BH1578 lux reporter, luminescence, 6 h; activation, % at 18.7 µM; 0.16% of 350,000 active; AID 588436; in the data active = activation mostly above about 9.7%, no sharp cut-off; also: not every result past the cut was called active; inactives centre near 0; reference of the scale not given here
# Rv3671c protease: Rv3671c (M. tuberculosis) protease inhibition; P9WHR9; inhibition, % at 5.96 µM; 0.048% of 320,000 active; in the data active = inhibition above about 38%;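 also: extracellular domain of Rv3671c used as enzyme; 0% = enzyme with DMSO and 100% = no enzyme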
# Mtb BioA inh: blocks M. tuberculosis BioA enzyme activity. 0.096% of 360,000 active. purified M. tuberculosis BioA enzyme, plate reader. inhibition, % at 9.99 µM; in the data active = inhibition above about 40%
# 3CLpro inhibitor: SARS-CoV 3CLpro protease inhibition; P0C6X7; recombinant SARS-CoV 3CLpro, quenched FRET peptide cleavage; inhibition, % at 6 µM; 0.14% of 290,000 active; in the data active = inhibition above about 12%
# MazEF act: activators of E. coli MazEF toxin-antitoxin RNase | P0AE70 | FAM/BHQ RNA-DNA oligo cleavage fluorescence, 5 h | activation, % at 20 µM | 0.32% of 350,000 active | AID 504720; in the data active = activation above about 50%
# Target sequence (P0AE70 whole entry, looked up): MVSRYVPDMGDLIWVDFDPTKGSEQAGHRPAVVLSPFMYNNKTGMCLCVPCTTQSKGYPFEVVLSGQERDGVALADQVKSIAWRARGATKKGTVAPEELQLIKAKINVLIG
# GDH-TPI counter: inhibits GDH-TPI coupling enzymes, artifact for Mtb FBA screen | GDH-TPI coupled enzyme counterscreen, NADH absorbance | inhibition, % at 4.8 µM | 1.2% of 360,000 active | AID 588335; in the data active = inhibition above about 30%;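 also: 0% = DMSO wells and 100% = wells lacking the enzyme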
# * = called active by the depositor; i = inactive; . = not tested or not shown; & = joins results of further samples.
SMILES,Mtb FBA inh,UGM FP inh,VHR inh abs,SSB-PriA inh,Vc quorum ag,Rv3671c protease,Mtb BioA inh,3CLpro inhibitor,MazEF act,GDH-TPI counter
CCN(CC)S(=O)(=O)c1ccc(C(=O)NCCN(C)C)cc1,-2,0.8,11,-12,i,8,.,-4,11,10
O=C(c1ccc(S(=O)(=O)N2CCOCC2)cc1)N1CCN(c2ccccc2F)CC1,0,-1.6,0,2,i,-5,0.0,-3,0,7
Cc1noc(C)c1C(=O)Nc1nnc(-c2ccccc2)s1,7,0.1,15,-5,i,-11,.,-1,-3,35*
CCOC(=O)c1ccc(NC(=O)COc2ccc(CNCCO)cc2OCC)cc1,6,-0.3,1,3,0.1,5,.,3,8,-6
COc1ccccc1CCC(=O)NNC(=O)c1ccc(Br)cc1,1,0.3,14,-7,-0.3,-8,.,-1,8,-4
CC(C)c1ccc(NC(=O)CSc2nc3ccccc3nc2N2CCCC2)cc1,-2,-0.2,33,-15,0.2,-1,-0.4,4,0,-1
Cn1c(Cc2csc(N)n2)nnc1SCC(=O)NC1CCCCC1,3,0.3,18,-8,0.9,-1,0.1,-2,8,-3
CCCONC(=O)Nc1ccccc1[N+](=O)[O-],-2,1.5,21,5&-3,0.0,-8,.,-2,8,2
CCc1ccccc1NC(=O)CN1CCN(C(=O)CCC(=O)N2CCC(c3ccccc3)=N2)CC1,4,0.6,.,1,-0.5,-1,-1.4,.,3,-1
Cc1cc2c(N=NC(=O)C3CC3c3ccccc3)c(O)[nH]c2cc1Br (configuration not stated),3,-0.4,-1,14,-0.3,-12,.,3,-5,7
O=C(CS(=O)(=O)c1cn(Cc2ccc(F)cc2)c2ccccc12)N1CCCCC1,2,-1.7,-26,-10,i,-6,-0.9,-1,4,5
Cc1ccnc(SCC(=O)N2CCN(c3ccccc3)CC2)n1,0,2.4,18,-2,i,-4,14,0,0,0
Cc1nn(C)c2ncc(C(N)=O)c(Oc3ccc(Cl)cc3)c12,2,2.0,23,-4,-0.4,-2,-0.1,-2,5,-2
O=C(C1CC1)N1CCN(c2ccc(F)cc2)CC1,2,1.6,-4,-9,i,7,-1.2,3,1,1
CCc1ccc(NC(=O)CNC(=O)c2cn(-c3ccccc3OC)c(=O)c3ccccc23)cc1,0,2.8,-12,3,-0.2,4,.,3,1,-11
CCOc1ccc(/C=N/n2c(C3CCCCC3)n[nH]c2=S)cc1,0,0.1,24,.,i,6,-0.9,4,3,10
O=C(N/N=C1\CCCc2ccccc21)c1cccc([N+](=O)[O-])c1,2,1.4,23,.,-7.1,13,3.8,9,-8,0
CC(=O)Nc1ccccc1OCC(=O)NCCC1=CCCCC1,0,0.0,30,-4,-0.4,-4,.,-2,6,-2
CCOC(=O)C1(CCCc2ccccc2)CCN(C(=O)c2cnc(C)cn2)CC1,0,-5.8,16,-6,8.3,-12,0.7,5,-4,5
CC(C)Oc1ccc(C(=O)Nc2ccc([N+](=O)[O-])cc2)cc1,-1,1.2,8,-3,-0.3,-2,.,-2,3,25
CC[C@H](C)[C@H](NC(N)=O)C(=O)Nc1ccc(C)cc1,-1,0.9,-2,-4,-0.3,-7,.,-2,9,1
CN(CC(=O)Nc1ccc(N2CCOCC2)cc1)C(=O)CCNC(=O)c1ccc(Br)cc1,-1,3.6,.,6,i,14,0.5,.,4,-3
CN1CCCN(S(=O)(=O)c2cccc(C(F)(F)F)c2)c2nc3ccccc3nc21,7,-1.2,.,-2,i,-7,-2.0,.,-23,6
O=C(NCc1cccnc1)C1CCCN(S(=O)(=O)c2cccc3nsnc23)C1 (configuration not stated),1,2.7,0,-18,-0.1,-7,-1.1,-3,-5,7
O=C(COC(=O)C1CCN(S(=O)(=O)c2cccs2)CC1)Nc1ccc(F)cc1F,-2,1.8,34,-6,-2.4,5,1.1,-5,1,2
COCCCNC(=S)N1CCC(C(=O)c2ccc3c(c2)OCCO3)CC1,1,-3.4,36,-6,i,-7,.,1,-1,5
CC(=O)Nc1ccc(-c2ccnc3c2CC(C(=O)Nc2ccc4c(c2)OCO4)O3)cc1 (configuration not stated),3,.,.,.,-0.6,.,0.0,.,.,5
S=C(Nc1ccccn1)Nc1ccccc1Cl,1,0.0,8,-4,-0.4,-6,.,-2,7,-8
COc1ccccc1-n1c(-c2cn(C)nc2C)n[nH]c1=S,0,1.9,4,-18,-0.3,3,.,-6,-6,-3
CC(=O)c1ccc(Nc2c3c(nc4ccccc24)CCCC3)cc1,3,0.1,21,-6,-0.5,-12,.,5,-1,37*
NC(=O)c1nn(-c2ccc(Cl)cc2Cl)c(=O)cc1O,-2,0.8,16,-8,-0.9,-10,.,1,3,-1
COc1ccc2[nH]c3nc(SCC(=O)Nc4ccc5c(c4)OCO5)nnc3c2c1,-4,2.7,-9,-17,0.5,-1,0.2,4,-1,5
CCNS(=O)(=O)c1ccc(CCC(=O)NCc2cccnc2)cc1,-2,-0.9,4,-7,i,1,0.0,2,4,-5
CCc1c(C)nc2ncnn2c1Nc1ccc(C#N)c(Cl)c1,3,3.3,-14,1,-0.4,1,40*,0,-1,25
CN(C)CCNC(=O)c1cccc(-c2cnc3c(NC=O)cc(-c4ccc(F)cc4)cn23)c1,2,.,.,.,i,.,-1.4,.,.,11
CCOC(=O)C1=C(C)N=C2SC(CC)C(=O)N2C1c1cccc(F)c1 (configuration not stated),0,0.3,-2,3,i,-1,0.3,2,0,7
O=C(OCc1ccccc1)C1CCCN1C(=O)c1ccccc1[N+](=O)[O-] (configuration not stated),-3,-3.8,22,0,i,1,.,-3,-5,0
COc1cc(C(O)P(=O)(OCC(C)C)OCC(C)C)cc(OC)c1OC (configuration not stated),24,2.1,14,-7,-0.3,-5,-0.9,-4,-3,7
O=C(O)c1ccc(Nc2nc3ccccc3nc2NS(=O)(=O)c2cccs2)cc1,5,1.8,17,-3,-0.3,1,0.5,6,-2,13
CC(=O)Nc1cccc(OCCCNC(=O)c2ccc(F)cc2)c1,2,-3.2,3,8,i,-7,1.0,-1,1,-9
Cc1ccc(-c2nnc(COc3cccc(-n4cnnn4)c3)o2)cc1,5,1.1,16,-3,0.1,-5,-1.2,-3,-2,-3
COC(=O)c1ccccc1NC(=O)C/C(C)=N/NC(=O)CC#N,19,3.4,15,.,-0.7,-17,.,5,-5,4
Cc1cc(C)cc(OCC(=O)Nc2ccc3c(c2)OCCO3)c1,7,-6.0,-5,0,-0.5,4,.,-1,-7,5
O=C(/C=C/c1ccccc1)N1c2ccccc2Sc2ccc(C(F)(F)F)cc21,2,2.0,8,1,i,-17,.,0,5,12
O=C(Cn1ccc(=O)[nH]c1=O)NCCO,4,-0.1,33,-5,1.6,10,.,3,3,-5

# A different layout for some results above.
# Fields: Mtb FBA inh | UGM FP inh | VHR inh abs | SSB-PriA inh | Vc quorum ag | Rv3671c protease | Mtb BioA inh | 3CLpro inhibitor | MazEF act | GDH-TPI counter
> COc1cc(C(O)P(=O)(OCC(C)C)OCC(C)C)cc(OC)c1OC (configuration not stated)
  24 | 2.1 | 14 | -7 | -0.3 | -5 | -0.9 | -4 | -3 | 7
> O=C(O)c1ccc(Nc2nc3ccccc3nc2NS(=O)(=O)c2cccs2)cc1
  5 | 1.8 | 17 | -3 | -0.3 | 1 | 0.5 | 6 | -2 | 13
> CC(=O)Nc1cccc(OCCCNC(=O)c2ccc(F)cc2)c1
  2 | -3.2 | 3 | 8 | i | -7 | 1.0 | -1 | 1 | -9
> Cc1ccc(-c2nnc(COc3cccc(-n4cnnn4)c3)o2)cc1
  5 | 1.1 | 16 | -3 | 0.1 | -5 | -1.2 | -3 | -2 | -3
> COC(=O)c1ccccc1NC(=O)C/C(C)=N/NC(=O)CC#N
  19 | 3.4 | 15 | . | -0.7 | -17 | . | 5 | -5 | 4

# Other compounds:
SMILES,Mtb FBA inh,UGM FP inh,VHR inh abs,SSB-PriA inh,Vc quorum ag,Rv3671c protease,Mtb BioA inh,3CLpro inhibitor,MazEF act,GDH-TPI counter
O=C(Nc1ccc(Cl)cc1C(=O)N1CCOCC1)c1cccc([N+](=O)[O-])c1,.,1.6,-7,.,.,6,.,-1,.,.
CC(=O)c1c(C)[nH]c(C(=O)Nc2cccc(S(=O)(=O)N3CCCCC3)c2)c1C,0,1.9,.,11,-7.1,-30,23,.,-1,-1
COc1cc(C2=NOC(C(=O)Nc3cccnc3)C2)cc(OC)c1OC (configuration not stated),-3,0.2,31,3,-0.5,2,14,-3,-6,1
CCOc1ccc(-c2nnc(NC(=O)C3CCCC3)o2)cc1,1,1.5,5,-1,-0.5,5,-1.4,-2,10,-3
COC(=O)c1cccc(NC(=O)CN2CCOCC2)c1,5,2.7,12,2,-0.7,3,0.0,-2,2,16
CN(C)C=Nc1ccc([N+](=O)[O-])c2ccccc12,-11,.,.,.,-0.4,.,1.3,.,2,6
C[C@H]1CN([C@@H](C)CO)C(=O)c2cccc(NC(=O)Nc3ccc(C(F)(F)F)cc3)c2O[C@@H]1CN(C)Cc1ccc(Cl)c(Cl)c1,-3,3.1,.,7,0.7,-66,-1.4&-0.3,.,-2,-2
COc1ccccc1Nc1nc(N)nc(CSC(=S)N2CCOCC2)n1,-2,1.0,12,-8,-0.4,-1,3.6,-5,5,16
Cc1nccc2c1[nH]c1ccccc12,94*,0.5,13,4,-0.6,8,-0.6,7,-1,3
COc1cc(CO)ccc1Oc1nc2ccccc2n2cnnc12,-4,-0.1,-4,0,-0.4,-4,1.3,-5,8,-2
NS(=O)(=O)c1ccc(CCNS(=O)(=O)c2ccc(Cl)nc2)cc1,-4,5.6,1,-18,-0.4,1,.,0,-1,8
CCOC(=O)Nc1ccc2c(c1)ncn2C1CCCCC1,-2,-0.6,-4,-13,-3.6,-2,-0.9,-3,-3,6
CN1CCN(c2nc(-c3ccccc3)cc(C(F)(F)F)n2)CC1,5,-0.1,4,-3,-0.7,-7,3.2,0,-4,9
O=C(O)CCCCCN1C(=O)/C(=C\c2ccc(-c3ccc(Cl)cc3)o2)SC1=S,1,-4.2,12,-7,-0.5,-1,-1.3,-1,-67,9
CCN1CCC(O)(/C=C/c2ccc(C)cc2)C(C(=O)/C=C/c2ccc(C)cc2)C1 (configuration not stated),-1,.,.,3,.,.,.,.,22,11
OC(COCC1COc2ccccc2O1)CN1CCc2ccccc2C1 (configuration not stated),0,-0.9,4,-14,i,2,0.3,2,3,-4
O=C(OCCN1C(=O)c2ccccc2C1=O)C1CC(O)CN1S(=O)(=O)c1ccc(Cl)cc1 (configuration not stated),-1,-0.1,.,-21,-2.7,3,.,.,4,6
CC1CCN(C(=S)NC(=O)c2ccc(F)cc2)CC1,-2,-3.1,.,1&-12,-4.3,2,-0.8,.,17,4
COc1cccc(C(=O)OC2CCCN(C)C2)c1 (configuration not stated),-1,2.5,29,-9,i,-4,-3.4,1,2,-2
O=C(NCCc1ccccc1)c1nc2ncccn2n1,0,1.4,18,-11,-2.9,4,2.0,-2,3,1
COc1ccc(C2=NOC(C)(c3nnc(Cc4ccccc4)o3)C2)cc1 (configuration not stated),3,2.0,.,-8,i,2,0.1,.,0,11
COCCSc1nnc(NC(=O)C2CC(=O)N(c3ccc(OC)cc3)C2)s1 (configuration not stated),0,-1.1,22,-13,-0.2,10,.,-1,-1,2
CC1CCc2c(sc3ncnc(NS(=O)(=O)c4cccs4)c23)C1 (configuration not stated),-1,1.7,16,-12,-0.4,2,0.5,1,-1,2
Cc1cc(/C=C(\C#N)C(=O)Nc2ccccc2F)c(C)[nH]1,1,1.7,22,7,i,-5,-2.7,0,7,8
O=C(NC(=O)c1ccc(Cl)c(Cl)c1)OC1CCS(=O)(=O)C1 (configuration not stated),-2,0.6,-6,-7,-2.9,-5,-1.7,-2,-1,-12
Cc1ccc(-c2nn[nH]n2)cc1Cl,0,-0.3,9,-7,1.6,-1,-0.4,-5,9,-9
CCCc1nc(SCC(=O)N2CCOCC2)c2c(C)c(C)sc2n1,0,-3.6,7,4,-0.4,1,.,2,-1,8
O=C(/C=C/c1ccc(O)c(O)c1)c1ccc(S(=O)(=O)N2CCCCCC2)cc1,-7,0.0,8,10,-0.3,-8,-2.9,4,7,25
Cc1ccc(S(=O)(=O)N(CC(=O)NCc2ccccc2Cl)C(=O)N2CCN(C)CC2)cc1,3,-0.6,.,-21,i,6,.,.,-6,2

# Source: PubChem BioAssay

# An excerpt, so the mix of outcomes need not match the whole.
